Screens deposited in PubChem by Sanford-Burnham Center for Chemical Genomics.
Hsp70 displacement: Hsp70 inhibitors, probe displacement, primary screen, biochemical, fluorescence polarization (AID 583); Hsp70 fluorescence polarization probe displacement, mP; higher % means a stronger effect; displacement, % at 20 µM, or IC50 in µM where a hit was titrated; actives 0.06% (n = 140,000); in the data active = displacement above about 50%;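 also: plate controls were vehicle for no effect and reference ligand for full effect; a part of the inactive calls stands beside numbers as strong as those of hits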
Rat MKP-3 inhibitors: inhibition of rat DUSP6 enzyme activity – biochemical, in vitro, primary screen (AID 425); actives 0.17% (n = 110,000); one-dose inhibition, % at 20 µM; IC50 in µM for titrated hits; recombinant MKP-3 phosphatase activity, fluorescence; higher % means a stronger effect; in the data active = inhibition above about 50%;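 also: plate controls were vehicle for no effect and reference inhibitor for full effect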
Active calls of the source: *; . = no result given; & = joins results of further samples.

SMILES	Hsp70 displacement	Rat MKP-3 inhibitors
Cc1ccc2nsnc2c1NC(=O)c1ccc(-c2ccc(Cl)cc2Cl)o1	-2.1%	-3%
O=C1c2ccccc2C(=O)c2c(C#Cc3ccccc3)cccc21	5.6%	-2%
O=C(NCc1ccccc1)c1ccc2nc(-c3ccco3)c(-c3ccco3)nc2c1	18%	.
CCc1ccc2[nH]c(=O)c(C(c3nnnn3Cc3ccc(OC)cc3)N3CCOCC3)cc2c1 (configuration not stated)	1.2%	-8%
N#CC(C(=O)NC1CC1)c1nc2ccccc2nc1N1CCN(C/C=C/c2ccccc2)CC1 (configuration not stated)	26%	9%
Cc1cc(C)cc(N2C(=O)/C(=C/c3ccc(O)c(Cl)c3)C(=O)NC2=S)c1	8.7%	2%
CCC(=O)NC(C)c1ccc(Br)cc1 (configuration not stated)	2.8%	0%
O=C1CCCC2=C1C(c1ccc(Cl)cc1Cl)Nc1ccccc1N2 (configuration not stated)	-2.4%	-4%
CCOC(=O)CSc1nnc([C@H](CC(C)C)NC(=O)OC(C)(C)C)o1	8.4%	-1%
COc1ccc(OC)c(C2C(C(=O)c3cc4ccccc4o3)=C(O)C(=O)N2c2cc(C)on2)c1 (configuration not stated)	-4.3%	-14%
O=C(CN(c1cccc([N+](=O)[O-])c1)S(=O)(=O)c1ccccc1)NCC1CCCO1 (configuration not stated)	4.6%	-2%
Cc1cc(C(=O)NCCCc2ccccc2)no1	-1.3%	6%
COC(=O)c1ccc(/C=N/c2c(-c3ccco3)nc3ccccn23)cc1	0.5%	0%
COc1ccc(N(Cc2cc3cc(OC)ccc3[nH]c2=O)S(C)(=O)=O)cc1	-2.2%	8%
O=C(NC12CC3CC(CC(C3)C1)C2)N1CCC(O)CC1	11%	-9%
O=C(O)CCCCCN1C(=O)C(=O)/C(=C(/O)c2ccc(Cl)cc2)C1c1ccccc1 (configuration not stated)	-1.0%	2%
CCn1c(SCC(=O)Nc2cccc(C)n2)nnc1-c1ccco1	-1.1%	-4%
O=C(CN(C(=O)CCC(=O)Nc1nccs1)c1ccc2c(c1)OCO2)NCC1CCCO1 (configuration not stated)	9.2%	-4%
COc1ccc(OC)c(N(CC(=O)NCCc2ccc(OC)c(OC)c2)S(=O)(=O)c2ccc(OC)c(OC)c2)c1	0.8%	3%
N/C(Cc1cccs1)=N\OC(=O)COc1ccccc1	7.5%&-0.1%	-2%
NS(=O)(=O)c1ccc(NC(=O)CCC2CCCCC2)cc1	-0.3%&1.0%	-15%&0%
O=C(CCc1c[nH]c2ccccc12)NCc1ccc2c(c1)OCO2	3.3%	.
COc1ccccc1NC(=O)C1CCCN(c2cc(C)nc3ncnn23)C1 (configuration not stated)	6.4%	.
CCn1nnnc1-c1ccc(OC)c(S(=O)(=O)NCCc2ccc(OC)c(OC)c2)c1	-2.1%	1%
CCOC(=O)N1CCN(C(=O)C2CCN(S(=O)(=O)c3ccc(Br)s3)CC2)CC1	.	-9%

Looked up by compound from above:
SMILES	Hsp70 displacement	Rat MKP-3 inhibitors
CCC(=O)NC(C)c1ccc(Br)cc1 (configuration not stated)	2.8%	0%
O=C(O)CCCCCN1C(=O)C(=O)/C(=C(/O)c2ccc(Cl)cc2)C1c1ccccc1 (configuration not stated)	-1.0%	2%
Cc1ccc2nsnc2c1NC(=O)c1ccc(-c2ccc(Cl)cc2Cl)o1	-2.1%	-3%
Cc1cc(C(=O)NCCCc2ccccc2)no1	-1.3%	6%
CCOC(=O)N1CCN(C(=O)C2CCN(S(=O)(=O)c3ccc(Br)s3)CC2)CC1	.	-9%
O=C1c2ccccc2C(=O)c2c(C#Cc3ccccc3)cccc21	5.6%	-2%

Additional structures follow.
SMILES	Hsp70 displacement	Rat MKP-3 inhibitors
COc1ccccc1NS(=O)(=O)c1cc(Cl)ccc1OC	-2.7%	2%
CCOC(=O)CSc1nn(C)c(=S)s1	2.9%	2%
COC(=O)c1ccc(=O)n(Cc2ccc3c(c2)OCO3)c1	-8.5%	-2%
COC(=O)c1cc(NC(=O)C(C)(C)C)cc(C(=O)OC)c1	6.2%	-3%
COc1cc(C)nc(N2CCC(C(=O)NC3CCCCC3)CC2)n1	-0.1%	5%
Cc1sc2nc(C(C)Nc3ccccc3N3CCOCC3)[nH]c(=O)c2c1C (configuration not stated)	-19%	-10%
c1ccc(COc2ccc(Nc3ncnc4nc[nH]c34)cc2)cc1	.	-8%
O=C(NCCOC(=O)c1ccc(C(=O)OCCNC(=O)c2ccccc2)o1)c1ccccc1	-1.9%	1%
O=S(=O)(c1cccc2cccnc12)N1CCc2ccccc21	0.2%	-4%
CCCCCC(C(=O)O)C(C)CC(=O)NC1CCCCC1 (configuration not stated)	5.7%	-11%
O=C(NCc1ccncc1)c1ccc(Cl)cc1	-1.2%	3%
Cc1ccc(-c2nnc(SCC(=O)Nc3ccccc3N3CCOCC3)o2)cc1	-2.1%	-4%
CSc1nnc(-c2ccncc2)n1CCCN1CCCC1=O	-2.8%	-6%
CCOC(=O)C1=C(C)N=c2s/c(=C\c3ccccc3O)c(=O)n2C1c1ccc2c(c1)OCO2 (configuration not stated)	5.5%	-1%
Cc1ccc(C)c2[nH]c(=O)c(C(c3nnnn3Cc3ccccc3)N3CCc4ccccc4C3)cc12 (configuration not stated)	-7.7%	.
COc1cccc(C(=O)N2CCOCC2)c1	6.7%	0%
Cc1ccc(S(=O)(=O)Nc2ccc(C(=O)CC(=O)Nc3ccccc3)cc2)cc1	7.4%	0%
COC(=O)c1cc(Cl)c(NC(=O)c2ccc(F)cc2)cc1OC	-0.2%	-2%
CCc1nnc(NC(=O)Nc2ccc(Cl)cc2)s1	-2.3%	0%
O=C1C2ON(c3ccc(Cl)cc3)C(c3ccc(F)cc3)C2C(=O)N1c1ccc([N+](=O)[O-])cc1 (configuration not stated)	-3.0%	5%
Cc1n[nH]c(C)c1S(=O)(=O)N1CCc2ccccc21	-3.0%	-1%
Cn1cnnc1Sc1nc2c(c(=O)n(C)c(=O)n2C)n1C	0.4%	-4%
Cc1ccc(P(C)(=O)c2ccc(C)cc2)cc1	-1.5%	.
COc1cccc(OC)c1C(=O)Nc1cc(Cl)c(Cl)cc1Cl	0.4%	-5%
O=C(Nc1ccc(Br)cc1)c1nc2nc(-c3ccccc3)cc(C(F)(F)F)n2n1	-2.8%	-1%

Copied from the list.
`COc1ccccc1NS(=O)(=O)c1cc(Cl)ccc1OC` @ Hsp70 displacement: -2.7%
`c1ccc(COc2ccc(Nc3ncnc4nc[nH]c34)cc2)cc1` @ Rat MKP-3 inhibitors: -8%
`Cc1ccc(P(C)(=O)c2ccc(C)cc2)cc1` @ Hsp70 displacement: -1.5%
`Cc1ccc(S(=O)(=O)Nc2ccc(C(=O)CC(=O)Nc3ccccc3)cc2)cc1` @ Hsp70 displacement: 7.4%
`Cc1ccc(C)c2[nH]c(=O)c(C(c3nnnn3Cc3ccccc3)N3CCc4ccccc4C3)cc12` (configuration not stated) @ Hsp70 displacement: -7.7%
`CCOC(=O)C1=C(C)N=c2s/c(=C\c3ccccc3O)c(=O)n2C1c1ccc2c(c1)OCO2` (configuration not stated) @ Rat MKP-3 inhibitors: -1%

Additional structures:
SMILES	Hsp70 displacement	Rat MKP-3 inhibitors
CC1(C)Oc2ccc3ccc(=O)oc3c2-c2cn[nH]c21	-1.3%	.
CC1CCN(CC(C)CNC(=O)c2cc(-c3ccccn3)nc3ccccc23)CC1 (configuration not stated)	2.3%	.
CCCC(N)CCCCCC(=O)O (configuration not stated)	-2.5%	-16%
O=S(=O)(NCc1ccccc1)c1cccc2nonc12	3.0%	-19%
COc1ccc(CN2CCN(Cc3cccn3C)CC2)c(OC)c1	-9.1%	0%
O=C(c1c(Cl)cccc1Cl)N1CCOCC1	-6.9%	5%
Cc1ccc(-c2nnn(CC(=O)N(CC(=O)NCc3ccccc3)c3cccc(C)c3C)n2)o1	0.9%	-1%
CCOc1cc(/C=C2\C(=O)NC(=O)N(c3ccc(C)cc3)C2=O)c(Br)cc1OC	-4.4%	-8%
Cc1sc2nc(SCc3nc4ccccc4[nH]3)n(Cc3ccco3)c(=O)c2c1C	-18%	-5%
COc1cccc(/C=C/C(=O)c2c(O)cc(C)oc2=O)c1O	1.2%	.
COc1ccccc1NC(=O)c1ccc2ccccc2n1	-0.1%	2%
Cc1nc2ncnn2c(C)c1CCC(=O)N1CC(C)CC(C)C1 (configuration not stated)	0.1%	.
COc1cc(C(C)(C)C)cc(Br)c1O	-1.2%	-2%
Cc1cc(C23CC4CC(C2)CC(c2cc(C)c(S(N)(=O)=O)c(C)c2)(C4)C3)cc(C)c1S(N)(=O)=O	0.1%	1%
CCOC(=O)C(=CNc1cc(C)nn1-c1ccccc1)C(=O)OCC	-1.7%	.
CCCCN1C(=O)C(NC(C)=O)c2cc(Br)ccc21 (configuration not stated)	-2.3%	-5%
CCOc1cc(OCC)cc(C(=O)Nc2ccc(OC(F)(F)F)cc2)c1	0.9%	4%
O=C(COc1ccc(Cl)cc1)Nc1cccc(-c2nc3cc(Cl)ccc3o2)c1	-28%	9%
CCOC(=O)C1C(C)=CC(=O)CC1c1ccco1 (configuration not stated)	-5.5%	-10%
O=C(NC(=S)Nc1ccc(-c2nc3ccccc3s2)cc1)c1ccc(Cl)cc1	-2.2%	6%
CCOC(=O)C1=C(O)CSC1=Nc1ccc(F)cc1	-3.5%	3%
Cn1c(=O)n(CC(=O)O)c2ccccc21	10%	-2%
CCOC(=O)C1=C(O)/C(=C/c2ccc(O)c(OC)c2)SC1=Nc1cccc(Cl)c1	-6.3%	4%
Clc1ccc(CN2CCN(/N=C/c3cccnc3)CC2)cc1	-2.7%	1%
COC(=O)c1c(C(=O)OC)c(-c2ccc(C)cc2)n2c1CS(=O)C2 (configuration not stated)	-0.9%	.

Compound profiles, from the list above. Order of screens: Hsp70 displacement | Rat MKP-3 inhibitors
Results for COC(=O)c1c(C(=O)OC)c(-c2ccc(C)cc2)n2c1CS(=O)C2 (configuration not stated) : -0.9% | .
Results for O=C(c1c(Cl)cccc1Cl)N1CCOCC1 : -6.9% | 5%

Back to the main list with the five entries that preceded the break.
SMILES	Hsp70 displacement	Rat MKP-3 inhibitors
CCOC(=O)C1=C(O)CSC1=Nc1ccc(F)cc1	-3.5%	3%
Cn1c(=O)n(CC(=O)O)c2ccccc21	10%	-2%
CCOC(=O)C1=C(O)/C(=C/c2ccc(O)c(OC)c2)SC1=Nc1cccc(Cl)c1	-6.3%	4%
Clc1ccc(CN2CCN(/N=C/c3cccnc3)CC2)cc1	-2.7%	1%
COC(=O)c1c(C(=O)OC)c(-c2ccc(C)cc2)n2c1CS(=O)C2 (configuration not stated)	-0.9%	.
CCC(C)NC(=O)Nc1ccc(Cl)cc1 (configuration not stated)	-3.3%	-4%
CSc1ccc(-c2ncnn2-c2cccc(Cl)c2)cc1	0.9%	0%
O=C(Nn1c(=S)[nH]c2ccccc2c1=O)c1ccncc1	2.1%	4%
Cc1cccc(NC(=O)NCC(c2cccnc2)N2CCOCC2)c1 (configuration not stated)	-0.9%	-4%
COc1ccc(N2C(=O)CC(N(CCc3ccc(OC)c(OC)c3)C(C)=O)C2=O)cc1 (configuration not stated)	-2.0%	1%
CCOc1cc(C(=O)Nc2ccc3c(c2)OCO3)cc(OCC)c1OCC	-1.9%	4%
O=C(COc1cc2oc(=O)c3c(c2cc1Cl)CCC3)c1ccc(Cl)cc1	3.2%	3%
CN1CCN(NC(=O)NC23CC4CC(CC(C4)C2)C3)CC1	-5.5%	1%
CCN1CCCC1CNC(=O)CN1C(=O)COc2ccc(C)cc21 (configuration not stated)	-0.4%	-2%
O=C(COc1cccc(-n2cnnn2)c1)Nc1ccccc1	-1.8%	.
O=C(Nc1cccc(Cl)c1)N(c1ccc(Cl)cc1)C1CCS(=O)(=O)C1 (configuration not stated)	7.6%	0%
CCOC(=O)c1cn(CC(=O)Nc2ccc(C)cc2)nn1	0.4%	-2%
Cc1cc(N2CCC(C)CC2)nc(-n2nc(C)cc2C)n1	0.4%	-9%
CC(=O)N(C1=C(Cl)C(=O)c2ccccc2C1=O)c1ccc(Br)cc1	2.3%	21%
CCOC(=O)Cc1csc(NC(=O)c2c(-c3c(Cl)cccc3Cl)noc2C)n1	-3.6%	.
CCN(CC)CCCNc1nc2cc(OC)c(OC)cc2c2nc(-c3cccnc3)nn12	-2.9%	.
CCCCOc1ccc(C(=O)NCCCC(=O)N2CCCCC2)cc1	6.6%	-9%
O=C(CC1CC2CCC1C2)OCC(=O)c1c[nH]c2ccccc12 (configuration not stated)	4.0%	.
C=CCc1c(C)nc2c(C(=O)O)cnn2c1C	-2.0%	-12%
COc1ccc(NC(=O)c2cccc(Cl)c2)cc1Cl	-3.3%	-1%
Cc1sc2ncn(CC(=O)NCc3ccccn3)c(=O)c2c1S(=O)(=O)N1CCOCC1	1.7%	2%

Not all compounds are listed, so the mix of outcomes need not match the whole.
